BoNT A protease: inhibitors of Botulinum neurotoxin A light chain protease | AID 588499 | multiplex microsphere protease substrate cleavage, flow cytometry | 0.17% of 360,000 active | inhibition, % at 10 µM; further: plate controls were buffer without enzyme for full effect and enzyme alone for no effect
PrPC TRFRET: reduces human prion protein on the cell surface | AID 720596 | P04156 | 0.43% of 370,000 active | cell surface PrPC, TR-FRET read-out | inhibition, % at 13.8 µM; in the data active means inhibition above about 24%; further: 0% = median of the test wells and 100% = reference compound wells
3CLpro inhibitor: SARS-CoV 3CLpro protease inhibition. P0C6X7. inhibition, % at 6 µM. recombinant SARS-CoV 3CLpro, quenched FRET peptide cleavage. 0.14% of 290,000 active. AID 1706; in the data active means inhibition above about 12%
MazEF act: MazEF (E. coli) toxin RNase activation; P0AE70; AID 504720; activation, % at 20 µM; 0.32% of 350,000 active; FAM/BHQ RNA-DNA oligo cleavage fluorescence, 5 h; in the data active means activation above about 50%
Target sequence (P0AE70 whole entry, looked up): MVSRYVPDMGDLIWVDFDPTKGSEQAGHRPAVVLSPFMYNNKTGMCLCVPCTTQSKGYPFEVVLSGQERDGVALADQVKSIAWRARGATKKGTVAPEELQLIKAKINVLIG
CCHFV vOTU inh: blocks the CCHF virus ovarian tumor domain protease. CCHFV vOTU protease, Pep-AMC fluorescence. inhibition, % at 11.5 µM. 0.55% of 370,000 active; in the data active means inhibition above about 30%; further: 0% = vehicle wells with enzyme and 100% = no enzyme wells
SSB-PriA inh: K. pneumoniae PriA-SSBct interaction inhibition. 0.6% of 430,000 active. inhibition, % at 33 µM. AlphaScreen SSBct-PriA binding, biotinylated peptide; in the data active means inhibition mostly above about 37%, no sharp cut-off; inactive means mostly below about 20%;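 further: plate controls were negative control peptide for no effect and reference peptide for full effect; strong numbers were not always called active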
Rv3671c inh: inhibits the M. tuberculosis serine protease Rv3671c | P9WHR9 | inhibition, % at 5.96 µM | 0.048% of 320,000 active; in the data active means inhibition above about 38%;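 further: extracellular domain of Rv3671c used as enzyme; 0% = enzyme with DMSO and 100% = no enzyme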
Target sequence (P9WHR9 whole entry, looked up, the tested form may be a part): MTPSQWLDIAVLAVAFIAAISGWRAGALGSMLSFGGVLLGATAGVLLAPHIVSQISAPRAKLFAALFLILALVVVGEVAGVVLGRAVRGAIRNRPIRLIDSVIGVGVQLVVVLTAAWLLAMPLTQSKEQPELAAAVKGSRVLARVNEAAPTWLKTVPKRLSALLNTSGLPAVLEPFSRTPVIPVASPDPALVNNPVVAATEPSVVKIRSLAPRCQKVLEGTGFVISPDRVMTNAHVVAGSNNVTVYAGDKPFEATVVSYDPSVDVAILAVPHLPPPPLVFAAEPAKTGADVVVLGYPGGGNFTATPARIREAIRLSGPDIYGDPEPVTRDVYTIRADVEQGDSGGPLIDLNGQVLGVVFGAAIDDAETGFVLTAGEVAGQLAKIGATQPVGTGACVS
Anthrax LF prot: anthrax lethal factor protease inhibition. P15917. multiplex microsphere protease cleavage assay, LF. inhibition, % at 10 µM. 0.12% of 360,000 active; further: plate controls were buffer without enzyme for full effect and enzyme alone for no effect
BoNT F protease: BoNT F light chain protease inhibition; Multiplex microsphere protease cleavage assay, flow cytometry; inhibition, % at 10 µM; 0.22% of 360,000 active; in the data active means inhibition above about 35%, passing the limit was not always enough; inconclusive means no clear call, values can overlap the other calls; further: plate controls were buffer without enzyme for full effect and enzyme alone for no effect
VHR inh abs: inhibitors of human VHR1 phosphatase (DUSP3); P51452; recombinant VHR phosphatase, pNPP absorbance; inhibition, % at 13.3 µM; 0.52% of 290,000 active; AID 1654; in the data active means inhibition above about 50%; further: some compounds called inactive have numbers as strong as hits
Target sequence (P51452 whole entry, looked up): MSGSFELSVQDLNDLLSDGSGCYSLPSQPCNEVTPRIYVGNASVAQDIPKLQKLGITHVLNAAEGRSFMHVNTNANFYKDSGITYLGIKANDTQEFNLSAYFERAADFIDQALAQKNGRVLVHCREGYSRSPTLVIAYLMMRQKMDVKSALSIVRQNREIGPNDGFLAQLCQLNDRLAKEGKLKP
Starred values were filed as active, the others as inactive; ? = inconclusive; . = no result given. Unless noted, no stated cut-off is given here; in the data, active means inhibition above about 30%; inconclusive means no clear call, values can overlap the other calls; inactive means below that. A portion of the library; count on the stated rates, not on these rows.

SMILES | BoNT A protease | PrPC TRFRET | 3CLpro inhibitor | MazEF act | CCHFV vOTU inh | SSB-PriA inh | Rv3671c inh | Anthrax LF prot | BoNT F protease | VHR inh abs
Cc1ccc(NC(=O)CNS(=O)(=O)c2ccc(F)cc2)cc1C | -0.5 | -2 | 2 | -2 | -8 | 5 | 7 | 1 | -1 | 8
CC(C)CCN1NC2(CCC(C)CC2)NC1=S (centres undefined) | 0.4 | -2 | -10 | 1 | 2 | -1 | 6 | 10 | ? | -33
COc1ccc(OC(C)C(=O)N(C)Cc2nc(-c3ccc(OC)cc3)no2)cc1 (centres undefined) | 0.6 | 3 | -2 | -4 | 6 | -1 | -4 | 1 | 10 | 4
CC(=O)N(CC1CCCO1)c1nnc(-c2ccccn2)s1 (centres undefined) | -0.3 | -4 | -3 | 2 | -2 | -15 | -3 | 1 | -15 | 43
O=C(NCCc1ccco1)C(=O)NCC1OCCCN1S(=O)(=O)c1cc(F)ccc1F (centres undefined) | 0.0 | 3 | -8 | 0 | 8 | 5 | 1 | 2 | 2 | 18
C[C@H](O)[C@@H]1CN2CCc3c([nH]c4ccccc34)[C@@H]2C[C@@H]1N(C)C(=O)Nc1ccc(F)cc1 | 0.6 | -27 | . | 3 | -1 | . | . | -2 | 6 | .
O=C(Nc1ccccc1C(=O)N1CCCCC1)c1cc(F)c(F)cc1Cl | 0.8 | 3 | -7 | -4 | 16 | -9 | -1 | 2 | 11 | 10
CC1CN(CC(O)COc2ccc(C(C)C)cc2)CC(C)O1 (centres undefined) | -0.3 | 10 | -6 | -6 | 1 | 1 | 0 | 4 | 16 | 28
O=C(Nc1ccccc1)C1=C(O)CC(c2ccoc2)CC1=Nc1ccccc1 (centres undefined) | -0.2 | 3 | -3 | -9 | -11 | 15 | -2 | -4 | -4 | -1
CCOc1ccc(-c2c[n+](=O)c3c(n2[O-])CCCC3)c(OCC)c1 | -0.9 | -22 | 2 | 4 | -7 | -17 | 1 | 0 | -6 | 21
CC(=O)Nc1ccc(-n2c(C)ccc2-c2ccccc2)cc1 | -4.2 | -9 | -2 | -10 | -7 | 3 | 7 | -12 | -2 | .
Cc1cnc(C(=O)OC(C)C(=O)Nc2ccc(Oc3ccccc3)cc2)cn1 (centres undefined) | 0.9 | 1 | . | -6 | 15 | -18 | -2 | 0 | -5 | .
c1ccc2c3n(nc2c1)CCCCO3 | -0.4 | 0 | . | 5 | -6 | 1 | 1 | 4 | -9 | .
CCCCC12CN3CCN(CC(C3)/C1=N\NC(=O)c1ccccc1N)C2 | -2.1 | -2 | 2 | -8 | -13 | . | -13 | -10 | -22 | 2
CN(C)c1ccc(CNC(=O)C2Cc3c(-c4cccc(C(N)=O)c4)ccnc3O2)cc1 (centres undefined) | -0.1 | 0 | . | . | 0 | . | . | -5 | -2 | .
Cc1nc(N2CCN(C(c3ccccc3)c3ccccc3)CC2)[nH]c(=O)c1C | 2.6 | -7 | -7 | 1 | -20 | -2 | . | 3 | 35* | 32
COC(=O)/C(=C/c1cccc([N+](=O)[O-])c1)NC(=O)c1ccc(OC)cc1 | 0.7 | -14 | 0 | 3 | -2 | -3 | 0 | 1 | 1 | -4
CCc1ccc(OC)c(S(=O)(=O)Nc2ccc(Cc3ccncc3)cc2)c1 | 0.4 | 42* | -10 | -10 | 5 | 6 | -2 | -2 | 0 | 17
CC(=O)C1=C(C)N(Cc2ccccc2)C(=O)N[C@@H]1c1cccc(C(F)(F)F)c1 | -0.5 | -3 | -1 | 4 | 6 | -1 | -12 | -8 | 0 | 5
CN1CCN(c2ccc(Cl)cc2NC(=O)c2ccc(S(=O)(=O)N(C)C)cc2)CC1 | 1.8 | -6 | 1 | -3 | 6 | 17 | 2 | -2 | -20 | -13
CCC(=O)N1CCC2(CC1)Oc1ccc(F)cc1C(=O)C21CC(c2ccc(Cl)cc2)=NO1 (centres undefined) | 0.1 | -5 | . | 4 | -1 | -4 | -4 | 2 | 4 | 7
COC(=O)c1ccc(-n2nnnc2SCC(=O)N2CCCCC2)cc1 | -0.3 | 9 | 0 | -10 | 1 | -26 | 2 | 3 | -4 | 14
OCCNCc1cc(Br)ccc1OCc1ccc(F)cc1 | -0.5 | -1 | -1 | 15 | -2 | -11 | -2 | -6 | -12 | 47
CN(C)C(=O)CCc1ccc2c3c([nH]c2c1)[C@]1(C)[C@@H](C(=O)N2CCCCC2)C[C@H](CC(=O)NCCC2=CCCCC2)C(=O)N1CC3 | -0.8 | -3 | . | 10 | 16 | 2 | . | -7 | -16 | .
Cc1ccc(C(=O)C(C)Sc2nnc(N)s2)cc1 (centres undefined) | -1.0 | 10 | 6 | -5 | -4 | 5 | 8 | -3 | -5 | 22

The final 3 entries of the section before lead into the next.
SMILES | BoNT A protease | PrPC TRFRET | 3CLpro inhibitor | MazEF act | CCHFV vOTU inh | SSB-PriA inh | Rv3671c inh | Anthrax LF prot | BoNT F protease | VHR inh abs
OCCNCc1cc(Br)ccc1OCc1ccc(F)cc1 | -0.5 | -1 | -1 | 15 | -2 | -11 | -2 | -6 | -12 | 47
CN(C)C(=O)CCc1ccc2c3c([nH]c2c1)[C@]1(C)[C@@H](C(=O)N2CCCCC2)C[C@H](CC(=O)NCCC2=CCCCC2)C(=O)N1CC3 | -0.8 | -3 | . | 10 | 16 | 2 | . | -7 | -16 | .
Cc1ccc(C(=O)C(C)Sc2nnc(N)s2)cc1 (centres undefined) | -1.0 | 10 | 6 | -5 | -4 | 5 | 8 | -3 | -5 | 22
COc1ccc(Cl)cc1C1=CC(=O)C[C@H](c2ccc(F)cc2)C1 | 0.3 | 3 | . | -4 | 11 | -7 | -2 | -6 | -1 | .
CN(C)CC(C)(C)CNC(=O)C1CCN(CCCc2ccccc2)CC1 | -4.8 | -11 | -3 | -2 | 2 | -6 | -2 | -11 | -22 | 55*
O=[N+]([O-])c1cccc(CN2[C@@H](Cc3ccccc3)COCCS2(=O)=O)c1 | 0.6 | -22 | . | 1 | -1 | -28 | -5 | 1 | 2 | .
O=C(NN1C(=O)c2ccccc2NC1c1ccco1)c1ccc(Br)cc1 (centres undefined) | -0.1 | 1 | -1 | 8 | -7 | -5 | -5 | -5 | 0 | 16
C#CCN(Cc1ccccc1)S(=O)(=O)C=C | . | 4 | . | 0 | 3 | 3 | 11 | . | . | .
CCOCc1c(C(=O)OCC(=O)/C(C#N)=C(\C)N)oc2ccccc12 | -0.3 | 1 | 3 | -2 | 7 | -3 | 6 | 0 | 0 | 6
CN(C(=O)CSc1nc2ccccc2c(=O)n1C)C1CCS(=O)(=O)C1 (centres undefined) | 0.8 | 0 | . | 4 | 3 | -3 | -3 | 1 | -4 | .
Cc1ccc(N(Cc2ccc(C(=O)NCCSc3ccccn3)cc2)S(C)(=O)=O)cc1C | -0.1 | 9 | 3 | -1 | 7 | -4 | 6 | 1 | -2 | -6
O=C1NC[C@H](CCCCN2CCN(CCc3ccccc3)C(=O)C2=O)N(CC2CCCCC2)C1=O | 0.2 | 4 | . | . | 2 | . | . | -7 | -5 | .
C=CCNC(=O)c1ccccc1NC(=O)COc1ccc(OC)cc1 | 0.3 | 0 | 6 | 0 | -6 | 2 | -2 | 0 | 0 | 11
COc1ccccc1/C=C(/C(=O)OCC(N)=O)c1ccccc1 | -0.7 | -10 | -4 | 6 | 2 | -14 | 0 | 0 | -6 | -3
c1ccc(Cn2nnc3c(NCc4ccc5c(c4)OCO5)ncnc32)cc1 | 0.5 | -3 | 2 | -8 | 1 | 6 | -2 | -6 | 3 | 21
COC(=O)c1ccccc1NC(=O)CSc1nnc(Cc2ccc(Cl)cc2)o1 | 5.5 | 2 | -1 | 1 | -1 | -8 | 1 | -23 | 11 | 6
COc1ccc(CCC(=O)Nc2cnc3ccccc3c2)cc1 | -1.1 | 6 | -7 | 0 | -9 | -2 | 1 | -8 | -12 | 15
Cc1ccc(-n2cc3c(=O)n(C)c(=O)n(C)c3c2)cc1C | -0.1 | -4 | -2 | -5 | 13 | -7 | 3 | -3 | -2 | 3
COc1ccc(NC(=O)C(CCS(C)(=O)=O)N2C(=O)c3ccccc3C2=O)cc1 (centres undefined) | ? | 2 | -3 | 1 | 1 | -6 | -1 | -9 | 6 | -2
O=C1c2ccc(-c3ccc(F)cc3OCc3ccccc3)cc2S(=O)(=O)c2cccc(C(=O)N3CCN(c4ncc(Cl)cc4Cl)CC3)c21 | 0.7 | -4 | . | 1 | 1 | -7 | 3 | 6 | -3 | .
CCC(=O)N1CCc2cc(Br)cc(S(=O)(=O)C3(C(=O)OC)CC3)c21 | -0.4 | 2 | -1 | -5 | 7 | -22 | 6 | -3 | -5 | -6
CC1CCC/C=C/C2CC(O)CC2C(O)/C=C/C(=O)O1 (centres undefined) | 0.1 | 89* | 5 | 10 | 2 | . | -3 | 1 | 8 | 20
CCOC(=O)C1=C[C@@H](C(C)(C)C)N(S(=O)(=O)c2ccc(C)cc2)[C@H]1c1ccc(C)cc1 | -0.8 | -6 | . | . | 14 | . | . | -3 | -13 | .
CCCNS(=O)(=O)/C=C/c1ccccc1 | -0.2 | 7 | -2 | 5 | -14 | 3 | -2 | -1 | -3 | 13
O=C(C1=C[C@H](C2CC2)C[C@H](OCc2ccc(CO)cc2)O1)N1CCN(Cc2ccccc2)CC1 | -0.4 | 2 | 1 | -4 | 1 | 3 | 1 | 6 | -6 | 48
CCc1cc(=O)oc2cc(C)cc(OC(C)C(=O)NCCN3CCOCC3)c12 (centres undefined) | -0.6 | 2 | 0 | 6 | -11 | -17 | 5 | -1 | 1 | -9
COc1ccc(/C=N/Nc2ccc(C(F)(F)F)cc2[N+](=O)[O-])cc1 | -4.8 | -5 | 4 | 14 | -7 | . | -9 | -3 | -33 | 2
COC(=O)c1cc(COC(=O)c2nc3nc(C)cc(C)n3n2)oc1C | -0.4 | -1 | 0 | -3 | 4 | -3 | 3 | -2 | 2 | 30
SMILES | BoNT A protease | PrPC TRFRET | 3CLpro inhibitor | MazEF act | CCHFV vOTU inh | SSB-PriA inh | Rv3671c inh | Anthrax LF prot | BoNT F protease | VHR inh abs
O=C1N(C2CCCC2)C[C@@H]2C[C@@H](c3cccn3-c3nccs3)N3CCC[C@@]123 | 0.4 | -11 | 3 | -12 | -10 | -3 | 3 | 1 | -2 | 9
CSc1ccc(OC2(C)CCN(Cc3ccc4c(c3)OCCO4)C2)cc1 (centres undefined) | -0.6 | -4 | . | . | 3 | . | . | -8 | -12 | .
N#CC(=Nc1ccccc1)c1ccccc1 | -2.6 | 6 | . | 2 | 0 | -13 | . | -10 | -6 | .
Fc1ccc(C2CC(c3ccco3)=Nc3ccccc3S2)cc1 (centres undefined) | -1.5 | 11 | -3 | -15 | -12 | -12 | -5 | -4 | -7 | 19
O=c1[nH]c(=S)[nH]nc1Cc1ccc(Cl)c(Cl)c1 | -3.0 | 2 | 1 | 5 | 2 | -4 | -18 | -1 | -12 | -16
Cn1c(=O)c(-c2ccccc2)c(O)c2ccccc21 | 0.2 | -1 | 6 | -2 | 7 | -1 | -8 | -1 | -1 | 16
Cc1cccc(NS(=O)(=O)c2nnc(NC(=O)c3ccc(Cl)cc3)s2)c1 | -0.6 | 3 | 13* | 0 | 12 | -16 | -9 | -2 | -10 | -2
O=S1(=O)CC(O)C(N=Nc2c(O)n(Cc3ccccc3)c3ccccc23)C1 (centres undefined) | 0.4 | -2 | -1 | 1 | -12 | 8 | -7 | 1 | -2 | 21
CCn1cnc2sc(C(=O)N3CCN(Cc4ccc5c(c4)OCO5)CC3)c(C)c2c1=O | . | 8 | -2 | . | -3 | . | -6 | . | . | 18
Fc1ccc(CN(Cc2ccccc2)C(c2cccs2)c2nnnn2C2CCCCC2)cc1 (centres undefined) | -1.9 | 7 | 3 | -1 | 6 | -10 | -1 | -6 | -19 | 23

Look-ups from above:
MazEF act with Fc1ccc(CN(Cc2ccccc2)C(c2cccs2)c2nnnn2C2CCCCC2)cc1 (centres undefined) = -1
SSB-PriA inh with O=c1[nH]c(=S)[nH]nc1Cc1ccc(Cl)c(Cl)c1 = -4
PrPC TRFRET with N#CC(=Nc1ccccc1)c1ccccc1 = 6

Compound activity as filed in PubChem.
